Screens from PubChem BioAssay.
Dynein transport: blocks dynein driven cargo transport along microtubules; 3617.4 mouse cells, GR-EGFP nuclear translocation imaging; test concentration mostly 20 µM; stimulated with dexamethasone, 1 µM; stronger effect = lower value; z-score, hits read low; 220,000 compounds, 0.47% hits;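 active means plate z-score of nuclear minus cytoplasmic receptor signal below a set negative limit, without overly bright fluorescence or cell loss, cut at about -3.5 in these data, passing the limit was not always enough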;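 further: z-score of nuclear minus cytoplasmic ring GR-EGFP intensity difference per well; some compounds called inactive have numbers as strong as hits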
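Buffer or medium: tetracycline-free induction medium containing charcoal-stripped FBS / Reagent: dexamethasone agonist, 1.0 µM final, for 30 min / Technique: automated 10x imaging of fixed Hoechst-stained cells / Times: induction 48 h, compound 1 h, agonist 30 min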
WT yeast gro inh: growth inhibition of WT yeast, mitochondrial fusion screen; mitochondrial fusion phenotypic screen, WT strain; inhibition, % at 10 µM; 190,000 compounds, 2.1% hits; AID 1362; in the data active means inhibition above about 58%; tested in S. cerevisiae
MT stabilize HCS: microtubule stabilizers in HeLa cells; HeLa tubulin immunostaining HCS, 24 h; share of cells brighter than vehicle mean+2SD; % tubulin-high responders, % at 10 µM; 200,000 compounds, 0.83% hits; AID 2205;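 active means plate Z-score above 3 for both tubulin-high and condensed-nucleus cell shares, with cell loss under 80%, at 10 µM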;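 further: anti alpha tubulin signal scored within the nucleus-defined area of each cell; some results filed as inactive read as strong as hits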
CSM14.1 death rescue: protection against thapsigargin-triggered cell killing – 384-well, CSM14.1, ATP luminescence, primary screen (AID 1222). CSM14.1 thapsigargin-induced death rescue, ATP luminescence; higher % means a stronger effect. 190,000 tested, under 10 active. cellular ATP content (survival), % at 20 µM; hits with a dose series show EC50 in µM;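 active means EC50 below 50 µM in the dose-response confirmation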;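 further: death triggered by thapsigargin at about 15 µM added after 2 h compound pretreatment; cell ATP read after overnight thapsigargin exposure of roughly 18 to 22 hours; normalized against plate controls of thapsigargin alone and 5% DMSO vehicle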
Autophagy HCS: alters autophagy in cells | AID 463193 | MEF GFP-LC3 puncta imaging; test concentration mostly 10 µM | calls only at 10 µM (by protocol) | 190,000 compounds, 0.98% hits;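 active means percentage of spot-positive cells more than 3 SD above its plate mean, without a fluorescence outlier flag or 80% toxicity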;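 further: spot-positive cell cutoff set from DMSO-treated cells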
Insulin prom up: MIN6 insulin promoter up-regulation; MIN6 insulin promoter-GFP reporter, high-content imaging; stronger effect = higher value; z-score at 5 µM; 190,000 compounds, 0.3% hits;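 active means z-score above 3 at 5 µM with at least 500 cells counted in the well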
XIAP displacement: small molecules displacing peptide from XIAP – biochemical, IAP family, fluorescence polarization (AID 1018). displacement, % at 20 µM, or IC50 in µM where a hit was titrated. 200,000 compounds, 0.007% hits. XIAP BIR domain, fluorescence polarization peptide displacement; higher % means a stronger effect; in the data active means displacement above about 50%; further: a part of the inactive calls stands beside numbers as strong as those of hits
bCat nuc transl: alters nuclear translocation of beta-catenin in HeLa cells; immunofluorescence imaging; nuclear translocation activity, % at 5 µM; 190,000 compounds, 0.3% hits; AID 1665;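 active means nuclear translocation activity above 50% at 5 µM, with a well cell count of 50 or more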;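 further: per-cell ratio of nuclear to cytoplasmic median beta-catenin stain intensity; plate controls were DMSO negative control for no effect and GSK-3 inhibitor IX positive control for full effect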
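Test system: human HeLa cells, endogenous beta-catenin. Times: 24 h compound exposure, 37°C. Measured by: beta-catenin immunofluorescence imaging with DAPI.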
Hep lipid drop: hepatic lipid droplet formation modulation; AML12 mouse hepatocytes, oleate lipid droplets, BODIPY imaging; inhibition, % at 6.5 µM; 240,000 compounds, 0.4% hits;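 active means lipid droplet intensity inhibited by at least 50%, with more than 500 cells counted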
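Assay system: AML12 mouse liver cells | Compound dosing: One dose, 6.5 µM compound | Read-out basis: Droplet intensity reduction, % inhibition | Measured by: Fluorescence imaging, 20x objective, two fields per well | Schedule: Overnight treatment with compound plus oleate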
WT yeast gro inh mutant strain: second read-out of WT yeast gro inh, no call of its own (marks repeat the call); inhibition, %; mitochondrial fusion phenotypic screen, mutant strain inhibition
Dynein transport cytoplasmic EGFP: second read-out of Dynein transport, no call of its own (marks repeat the call); z-score; measured here: cytoplasmic GR-EGFP intensity; stronger effect = higher value
Dynein transport nuclear GR-EGFP: also measured in Dynein transport; calls as there; z-score; measured here: nuclear GR-EGFP intensity;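 lower value marks the stronger effect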
Dynein transport cell count: further read-out of Dynein transport, marked with its call; z-score; measured here: cell count per field
Insulin prom up cell count: recorded beside Insulin prom up, whose call it bears; cell count; measured here: cytotoxicity, nuclei count;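 total cells summed across four imaged fields per well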
Hep lipid drop cells 6.5 µM: further read-out of Hep lipid drop, marked with its call; cell count; measured here: cell count, cytotoxicity flag;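 cells counted across two imaged fields per well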
bCat nuc transl cell count 5 µM: further read-out of bCat nuc transl, marked with its call; cell count; measured here: cell count, cytotoxicity flag
MT stabilize HCS Hoechst-high %: further read-out of MT stabilize HCS, marked with its call; % Hoechst-high responders; measured here: nuclear condensation Hoechst responders;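 share of cells brighter than vehicle mean plus two SD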
MT stabilize HCS cytotoxicity %: recorded beside MT stabilize HCS, whose call it bears; toxicity, %; measured here: cytotoxicity by cell density;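 0% = mean cell density of plate MIN control wells and 100% = no cells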
Autophagy HCS cell loss 18 h: recorded beside Autophagy HCS, whose call it bears; toxicity, %; measured here: cell loss, nuclei count;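 cell loss after 18 h compound exposure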
Active calls of the source: *; i = inactive; / = not tested or not shown.

SMILES	Dynein transport	Dynein transport cytoplasmic EGFP	Dynein transport nuclear GR-EGFP	Dynein transport cell count	WT yeast gro inh	WT yeast gro inh mutant strain	MT stabilize HCS	MT stabilize HCS Hoechst-high %	MT stabilize HCS cytotoxicity %	CSM14.1 death rescue	Autophagy HCS	Autophagy HCS cell loss 18 h	Insulin prom up	Insulin prom up cell count	XIAP displacement	bCat nuc transl	bCat nuc transl cell count 5 µM	Hep lipid drop	Hep lipid drop cells 6.5 µM
CCc1ccc(NC(=O)c2ccc(F)c(S(=O)(=O)NCC3COc4ccccc4O3)c2)cc1 (stereo not drawn)	-0.34	-0.241	-0.259	0.251	37.0	9.6	3.3	1.8	6.8	2.4%	i	-2.2	0.81	1337	-7.0%	-1.0	1082	4.3	659
CCCCNC(=O)c1ccc(SCC(=O)N(CC)CC)c([N+](=O)[O-])c1	-0.762	-0.32	-0.0954	0.903	-8.3	-12.4	/	/	/	2.5%	i	-6.3	0.15	1252	-4.7%	0.7	1107	-1.4	648
O=c1cc(N2CCN(c3ccccc3F)CC2)[nH]c(=O)n1-c1ccc(Br)cc1	-0.186	-0.174	-0.083	0.00768	-0.5	-1.8	2.3	2.3	6.5	-0.6%	i	26.0	0.68	1283	-5.7%	-2.6	1166	-6.2	734
NC(=S)N1OC[C@@H]2COc3ccc4ccccc4c3[C@@H]21	-0.7	-0.287	-0.375	1.01	42.0	19.8	3.9	2.8	2.1	/	i	4.4	-1	1216	-1.8%	-1.0	1089	13.8	686
CCN1CCN(c2ncnc3c2sc2nc(N4CCOCC4)c4c(c23)CCC4)CC1	/	/	/	/	7.5	-4.2	/	/	/	-1.7%	/	/	-1.16	1140	-8.1%	-0.8	1133	-0.1	835
CCc1cc(-c2[nH]ncc2-c2nc3ccccc3n2C)c(O)cc1O	0.775	0.0375	0.328	0.506	/	/	/	/	/	/	/	/	-0.36	1059	/	-0.9	1341	12.1	727
CC(C)CC(=O)NCCCCc1ccccc1	0.58	-0.248	0.371	0.53	-3.6	6.8	1.5	2.0	1.1	-1.0%	i	29.9	0.29	1199	-5.0%	-2.5	506	1.2	686
Cc1ccc(Cl)cc1N(CC(=O)Nc1cccc(N(C)S(C)(=O)=O)c1)S(C)(=O)=O	1.94	0.166	1.64	-1.52	5.1	5.7	3.7	1.5	5.9	-2.2%	i	17.9	0.08	1457	-3.6%	0.1	1451	/	/
Cc1cc(NC(=O)c2ccc3c(c2)OCCO3)ccc1NC(=O)c1cc2ccccc2o1	0.446	-0.213	-0.037	0.511	7.5	11.5	3.1	2.3	1.0	0.5%	i	-0.3	/	/	-3.3%	-0.1	1529	-1.2	668
Cc1ccc(C)c(CS(=O)(=O)c2cn(CC(=O)N3CCC(C)CC3)c3ccccc23)c1	-0.0402	-0.274	0.00957	0.107	-6.4	-5.8	4.8	3.0	10.1	0.3%	i	4.9	-0.33	1418	-19.1%	-0.9	1025	-16.0	640
COC(=O)CSCC(=O)Nc1nnc(-c2ccccc2C)s1	-0.653	-0.32	-0.55	0.268	-5.5	1.0	1.1	2.0	3.1	-0.4%	i	9.1	-1.02	1190	-2.2%	-0.9	1099	-11.7	683
C=CCSc1nc2ccccc2n1C(=O)/C=C/c1cc(OC)c(OC)c(OC)c1	-6*	0.913*	-2.34*	0.664*	/	/	3.4	1.3	8.8	16.4%	i	0.6	/	/	-4.3%	/	/	/	/
CC1(c2ccc(Cl)cc2)NC(=O)N(CC(=O)NCc2cccs2)C1=O (stereo not drawn)	-0.282	0.00344	0.236	-0.991	-11.1	-2.8	1.8	2.2	8.6	-4.1%	i	2.5	0.52	1208	-2.8%	/	/	-0.2	664
COc1cccc(N2CCN(Cc3nc(N)nc(Nc4ccccc4)n3)CC2)c1	-0.291	-0.271	-0.228	-0.424	20.8	30.4	2.2	3.2	24.0	/	i	-10.5	-0.1	1215	2.5%	/	/	4.5	722
O=c1c2ccccc2oc2nc3ccn(Cc4ccncc4)c(=O)c3cc12	1.41	-0.168	0.977	-0.361	17.4	22.9	1.9	1.3	3.9	0.7%	i	2.6	1.03	1380	-4.5%	-2.8	936	/	/
CCCOC(=O)c1c(NC(=O)C2C3C=CC(C3)C2C(=O)O)sc2c1CCC(C)C2 (stereo not drawn)	-0.265	-0.0567	0.371	-0.176	-6.6	-7.8	1.1	3.0	7.9	-1.0%	i	1.6	-0.36	1369	-5.5%	4.2	961	3.4	710
C/C(CC(=O)NC(C)C)=N\NC(=O)C(c1ccccc1)c1ccccc1	0.287	-0.14	-0.177	0.325	-6.9	-10.7	3.6	3.0	8.6	-0.5%	i	-18.0	/	/	-2.7%	0.7	937	3.3	712
O=C(CS(=O)(=O)Cc1ccccc1)NCc1ccco1	-0.155	-0.185	-0.657	1.22	-7.6	14.2	2.7	2.1	12.1	1.9%	i	5.8	0.25	1425	8.2%	0.1	1551	19.9	739
N/C(=N\OC(=O)c1ccccc1Cl)c1ccc(Cl)cc1	-0.377	-0.135	-0.321	-0.386	12.6	-27.8	2.8	2.1	4.9	-3.7%	i	-18.7	0.37	1802	0.2%	-1.8	1073	2.3	706
O=C(NCCN1CCOCC1)c1cc2c(=O)n3ccccc3nc2n1Cc1ccccc1	-0.0719	-0.2	0.0631	-0.00976	-15.1	6.8	1.5	1.7	9.2	0.5%	i	-9.2	-0.82	1218	-3.1%	-6.9	965	/	/
CCOc1ccc(C2/C(=C(\O)c3cccc(OC)c3)C(=O)C(=O)N2c2ccccn2)cc1OC (stereo not drawn)	0.471	-0.184	0.191	0.497	/	/	/	/	/	/	/	/	-0.17	1027	/	1.4	1297	15.5	688
O=C(/C(C=Nc1ccc(Br)cc1)=C(/O)c1ccco1)C(F)(F)F	-0.194	-0.259	-0.228	0.107	-21.0	-1.8	2.4	1.2	7.4	-0.9%	i	0.6	-0.34	1423	-1.7%	-3.8	1179	45.4	615
CN(CC(O)Cn1c2ccccc2c2ccccc21)S(C)(=O)=O (stereo not drawn)	-0.875	-0.291	-0.489	1.43	-11.3	9.7	1.7	1.5	0.6	0.7%	i	-1.5	0.31	1423	-0.5%	0.6	1496	-6.7	669
CCOc1ccc(NC(=S)N(CCCN2CCCC2)Cc2cccn2Cc2ccc(Cl)cc2)cc1	0.747	-0.385	0.0782	1.23	70.7*	21.4*	2.0	3.5	5.2	0.4%	i	2.1	-2.02	599	-6.0%	-1.3	1160	-22.1	677
Cc1cc(NCCC(C)C)n2nc(C)c(-c3ccccc3)c2n1	-0.775	-0.262	-0.593	0.388	71.7*	35.6*	3.6	1.8	7.8	3.3%	i	0.1	-0.14	898	-8.3%	-0.2	982	11.8	786
COCCN=C1Sc2nc3cc(C)c(C)cc3cc2CN1Cc1cccs1	-0.0563	-0.788	-0.329	1.17	/	/	/	/	/	/	/	/	0.69	771	/	0.0	1349	-2.3	678
CC1CC(C)CN(C(=S)Nc2ccc(OC(F)F)cc2)C1 (stereo not drawn)	-0.907	-0.205	-0.279	0.683	-17.0	-15.9	1.7	1.9	1.1	4.1%	i	-5.4	0.34	1388	-5.5%	-3.5	586	9.6	738
NC(=O)COC(=O)CC12CC3CC(CC(Br)(C3)C1)C2	-0.561	-0.243	-0.282	0.796	0.7	4.7	3.5	1.1	8.7	-0.2%	i	-28.1	-0.32	1464	-3.2%	-1.0	1055	6.5	677
Cn1cc(CNC(=O)C2c3ccccc3Oc3ccccc32)cn1	2.9	-0.0312	2.23	-1.91	1.3	3.4	6.6	2.7	4.4	11.1%	i	-3.8	/	/	-4.7%	/	/	/	/
O=C(Nc1nc(-c2cc3ccccc3o2)cs1)c1ccc(S(=O)(=O)N2CCCC2)cc1	-0.792	-0.263	-0.796	1.33	-1.2	-16.0	3.4	4.7	1.6	-0.6%	i	13.1	-1.94	611	-2.5%	-3.1	559	-17.7	555
CN1CCN(S(=O)(=O)c2ccc(NC(=O)c3cccs3)cc2)CC1	0.985	-0.284	0.95	-0.338	6.9	5.6	1.8	1.3	39.0	3.2%	i	-2.4	-0.27	1203	-5.2%	-5.4	1212	3.0	741
CC(NC(=O)C1CCC(CNc2c(N3CCOCC3)c(=O)c2=O)CC1)c1ccccc1 (stereo not drawn)	0.0905	-0.163	0.307	-0.43	11.3	-3.8	1.8	2.9	6.6	0.0%	i	-10.4	-0.47	1045	-1.6%	/	/	/	/
CCOC(=O)C1(C)/C(=N/Nc2ccccc2Cl)C(=O)C(=O)N1c1ccccc1 (stereo not drawn)	-0.27	-0.266	0.113	0.207	33.5	10.6	2.9	2.7	4.8	-3.1%	i	-0.6	0.16	782	-5.0%	-5.4	1143	-2.1	763
CCCCN(C(=S)SC)C1CCS(=O)(=O)C1 (stereo not drawn)	-0.529	-0.231	-0.177	0.649	/	/	/	/	/	/	/	/	-0.11	1165	/	0.7	1300	-13.9	729
O=C(Nc1ccc(Cl)cc1)C1CC(=O)n2c(nc3ccccc32)N1 (stereo not drawn)	1.18	-0.118	0.702	-0.735	20.6	-13.3	3.6	1.5	3.9	1.1%	i	-6.2	0.44	776	-5.9%	-3.9	1062	16.7	725
